High-throughput results deposited in PubChem BioAssay by NCI.
yeast rad50 – NCI yeast anticancer drug screen, S. cerevisiae rad50 strain; % growth inhibition at 50 µM; 79,000 compounds, 10% hits; AID 155;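 also: 0% = growth of vehicle-only cultures of the same strain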
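A DNA repair-deficient yeast mutant serves as the test organism; compound-induced growth inhibition is calculated against vehicle-treated cells.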
mlh1 rad18 – NCI yeast anticancer drug screen, S. cerevisiae mlh1 rad18 strain. % growth inhibition at 50 µM. 79,000 compounds, 11% hits. AID 175;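 also: 0% = growth of vehicle-only cultures of the same strain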
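Test agents were incubated with a yeast strain of defined genotype (DNA damage repair defect). Inhibition of growth was derived by comparison with vehicle-exposed cultures.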
bub3 – NCI yeast anticancer drug screen, S. cerevisiae bub3 mutant strain; % growth inhibition at 50 µM; 78,000 compounds, 9.9% hits;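 also: 0% = growth of vehicle-only cultures of the same strain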
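Growth of a checkpoint-deficient yeast mutant is measured after compound exposure. Values represent inhibition relative to vehicle.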
mec2-1 – NCI yeast anticancer drug screen, S. cerevisiae mec2-1 strain | % growth inhibition at 50 µM | 79,000 compounds, 9% hits | AID 157;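 also: 0% = growth of vehicle-only cultures of the same strain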
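mec2-1 yeast strain, carrying an alteration in DNA damage repair or cell cycle control, was exposed to compounds; growth inhibition was measured relative to vehicle-treated controls.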
yeast cln2 rad14 – NCI yeast anticancer drug screen, S. cerevisiae cln2 rad14 strain; growth inhibition, % at 50 µM; 78,000 compounds, 8.3% hits; AID 165;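 also: 0% = growth of vehicle-only cultures of the same strain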
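Each compound was tested on cln2 rad14 yeast. Inhibition of growth was calculated against vehicle-exposed controls.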
sgs1 mgt1 – NCI yeast anticancer drug screen, S. cerevisiae sgs1 mgt1 strain; % growth inhibition at 50 µM; 78,000 compounds, 10% hits;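 also: 0% = growth of vehicle-only cultures of the same strain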
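This yeast growth screen uses a strain with defined DNA-repair lesions; compound-treated growth is compared with vehicle-treated growth.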
* hit, by the source's call; & = joins results of further samples. Rule as the data show it: active = growth inhibition above about 70%; inactive = the rest.

The opening 4 records, to show the layout:
canonical_smiles	yeast rad50	mlh1 rad18	bub3	mec2-1	yeast cln2 rad14	sgs1 mgt1
COc1ccc2c(c1)CCCN2C(N)=Nc1ccc([N+](=O)[O-])cc1	-4	-8	-2	-4	-56	-1
CCCCCCCCCCCO/N=C\c1c2c(O)c3c(O)c(C)c4c(c3c1O)C(=O)C(C)(O/C=C\C(OC)C(C)C(OC(C)=O)C(C)C(O)C(C)C(O)C(C)/C=C\C=C(\C)C(=O)N2)O4 (configuration not stated)	-5	26	-5	-5	-10	-14
CC(C)CNc1ncnc2c1ncn2C	-2	0	1	-5	-19	-4
C[C@]12C[C@@H](O)C(=O)C=C1CC[C@@H]1[C@@H]2[C@@H](O)C[C@@]2(C)[C@H]1CC[C@]2(O)C(=O)CO	16	11	-4	2	18	14

All compounds of this part, previewed entries included:
canonical_smiles	yeast rad50	mlh1 rad18	bub3	mec2-1	yeast cln2 rad14	sgs1 mgt1
COc1ccc2c(c1)CCCN2C(N)=Nc1ccc([N+](=O)[O-])cc1	-4	-8	-2	-4	-56	-1
CCCCCCCCCCCO/N=C\c1c2c(O)c3c(O)c(C)c4c(c3c1O)C(=O)C(C)(O/C=C\C(OC)C(C)C(OC(C)=O)C(C)C(O)C(C)C(O)C(C)/C=C\C=C(\C)C(=O)N2)O4 (configuration not stated)	-5	26	-5	-5	-10	-14
CC(C)CNc1ncnc2c1ncn2C	-2	0	1	-5	-19	-4
C[C@]12C[C@@H](O)C(=O)C=C1CC[C@@H]1[C@@H]2[C@@H](O)C[C@@]2(C)[C@H]1CC[C@]2(O)C(=O)CO	16	11	-4	2	18	14
Cc1ccc(NC(=O)CC(=O)CC(C)C)cc1C	-22	-11	-37	-25	1	-17
COc1ccc(/C=C/C(=O)c2ccc3c(c2)OCO3)cc1OC	-16	-24	-34	-15	-7	-45
CCOC(=O)C(CC(Nc1ccccc1)(c1ccccc1)c1ccccc1)c1ccccc1 (configuration not stated)	22	-1	-3	-8	-35	5
Nc1cc(N)nc(S(=O)O)n1	19	36	20	3	11	16
COC(=O)[C@H]1[C@@H](C(C)C)O[C@@H](C(C)C)O[C@H]1C(F)(F)F	87*	84*	89*	92*	88*	87*
Cc1c(/C=N/N(C)C)oc2c1cc(O)c1ncccc12	3	2	5	-4	-2	20
NC(N)=Nc1cccc2ccccc12	-1	-5	0	1	-13	-6
O=C(/C=C/c1ccccc1)CSc1ncn[nH]1	10	-7	19	5	5	9
CC1=CC(=O)C(C(C)C)=CC1=O	-10	0	5	7	23	-4
C#CCN(C(=O)C(F)(F)F)C(/C=C\C(=O)OC)(C(=O)OCC)C(=O)OCC	-10	-3	-17	-25	-4	0
O=C(Nc1cccc2c1[nH]c1c(-c3ccccc3)nccc12)c1ccccc1[N+](=O)[O-]	58	52	43	45	23	49
O=C1CCCc2cc([N+](=O)[O-])ccc2N1	-12	0	10	16	16	9
C=C1CC(C)(C)C(c2ccccc2)OC1=O (configuration not stated)	53	78*	73*	32	6	97*
CC(=O)Nc1ccc(S(=O)(=O)Oc2noc3ccccc23)cc1	10	23	18	3	11	16
CC1N(C)C(=O)OC12CCN(CCCC(=O)c1ccc(F)cc1)CC2 (configuration not stated)	47	41	22	22	21	40
CC(=O)N(C(C)=O)n1c(-c2ccccc2)n[nH]c1=O	-8	2	-10	-18	13	-14
CC(c1ccc2ccc3cccc4ccc1c2c34)C(C(=O)O)C(=O)O (configuration not stated)	-1	6	1	-16	-7	9
Cc1ccc(I)c(C)c1	-40	-7	-1	-10	-4	-39
CCOc1c(Cl)cc(Cl)cc1C(c1ccc(Cl)cc1S(=O)(=O)O)c1cc(Cl)cc(Cl)c1OCC	99*	99*	99*	99*	98*	100*
CCCc1nc(CCC)nc(CCC)n1	-14	-15	6	-5	-6	-10
COC(=O)CC1(O)C(C=C(C)C)C(C(=O)OC)C(=O)C(C(=O)OC)C1C(=O)OC (configuration not stated)	-11	-1	-32	-7	-4	-29
CC(=O)Nc1ccc(SC#N)c2c(NC(C)=O)cccc12	45	48	30	28	28	56
CCOC(C)C(Nc1ccc(C(=O)O)cc1)C(=O)Nc1ccc(C(=O)O)cc1 (configuration not stated)	10	-11	-6	2	-29	4
O=C(Nc1ccc(Nc2ccc(NC(=O)c3ccccc3)c3c2C(=O)c2ccccc2C3=O)c2c1C(=O)c1ccccc1C2=O)c1ccccc1	7	-9	-2	-16	6	6
O=C(CCC(=O)CC(O)(C(F)(F)F)C(F)(F)F)CC(O)(C(F)(F)F)C(F)(F)F	11	41	11	5	12	23
CCOC(=O)c1oc2c(OC)ccc3c2c1CCC3	8	31	-6	4	-9	2
Cn1c2c(c3ccccc3c1=O)C(=O)c1ccccc1-2	43	-24	8	-14	26	9
CCC(CC)C(=O)OCCCl	5	0	6	6	-7	-3
CCOC(=O)C(C#N)c1cc(O)c(C(C#N)C(=O)OCC)cc1O (configuration not stated)	-5	-7	13	7	56	-2
CCc1cc(-c2cc(CC)nc(N)n2)nc(N)n1	-43	1	12	-12	-20	-16
CS(=O)(=O)OC1COCOC1C1OCOCC1OS(C)(=O)=O (configuration not stated)	8	-1	-6	1	-10	10
CN(C)C1=NC(c2ccccc2)(c2ccccc2)C(=O)N1	-17	-23	-6	-8	-40	-3
Oc1ccc(N=Nc2cc(Cl)ccc2Cl)c(O)c1	40	55	37	22	-10	48
CC(Oc1ccccc1)C(=O)Nc1ccc(F)cc1 (configuration not stated)	-1	18	36	10	-11	18
O=C(O)/C=C1\c2ccccc2CCC1c1ccc2ccccc2c1 (configuration not stated)	100*	99*	100*	100*	99*	100*
Cc1cccc(/C=N/NC(=S)NC(C)(C)C)n1	-17	-27	16	-32	0	-4
N#Cc1nc(CC(=O)c2ccncc2)c(CC(=O)c2ccncc2)nc1C#N	8	53	-11	12	14	36
CCN(CCO)Cc1nc2ccccc2[nH]1	-3	-3	14	2	-8	-4
O=C(CCC(=O)C1CCC/C1=N/O)Nc1ccc(Cl)cc1 (configuration not stated)	-40	21	10	0	26	7
C/C=C/Cc1ccc(OCC(=O)O)cc1	-30	-12	-39	-55	11	-15
CC(C)=CCC/C(C)=C/CC/C(C)=C/CC/C=C(\C)CC/C=C(\C)CCC[N+](C)(C)[O-]	99*	99*	99*	99*	98*	99*
Nc1ccc(S(=O)(=O)Nc2nc(/C=C/c3ccccc3)cc(-c3cc(/C=C/c4ccccc4)nc(NS(=O)(=O)c4ccc(N)cc4)n3)n2)cc1	-2	-13	11	16	23	3
COc1ccccc1C1C(Cl)C(=O)N1n1cnc2ccccc2c1=O (configuration not stated)	84*	77*	83*	49	62	84*
CC1=CC2(C)CCC(=O)C(Cc3c(CCCC4(C)OCCO4)noc3C)=C2CC1 (configuration not stated)	54	28	22	8	4	53
CN(C)c1ccc(/C=C(\C#N)c2cccc(F)c2)cc1	-5	-20	3	0	-14	2
CC(O)CCCOC(c1ccccc1)(c1ccccc1)c1ccccc1 (configuration not stated)	86*	84*	80*	84*	83*	81*
CC(=O)OCC(C)(COC(C)=O)N1C(=O)C2C3c4ccccc4C(c4ccccc43)C2C1=O (configuration not stated)	-32	14	15	-5	14	-6
Cc1cc(C)c(NC(=O)NC2CCCCC2)cc1C	4	35	10	-9	-2	4
O=C(Nc1cccc([N+](=O)[O-])c1)C(=O)C(C(=O)c1ccccc1F)C1OC(=O)C2C=CC=CC21 (configuration not stated)	6	-20	-33	16	12	16
O=C(O)CCC(NC(=O)OCc1ccccc1)C(=O)O (configuration not stated)	-4	-5	-21	3	10	-8
C=CCOc1cc2c(cc1C(C)c1ccc(OCC)cc1)OCO2 (configuration not stated)	52	-32	-11	15	-19	-15
c1coc(C2=NC(c3ccco3)C(c3ccco3)N2)c1 (configuration not stated)	7	-5	1	-24	-5	4
C=CCCCCCCCCCOC=O	-12	3	34	-5	-20	1
COc1cccc(N2C(=O)/C(=C/c3ccc(N(CCC#N)CCC#N)cc3)N=C2c2cc([N+](=O)[O-])ccc2Cl)c1	8	29	32	28	32	41
CCCCCCCCc1nc(CCCCCCCC)nc(CCCCCCCC)n1	-1	18	22	17	-17	23
Cc1ccc(NC(=O)CCc2cc(C(C)(C)C)nc(=S)[nH]2)cc1C	-37	-34	-36	-28	-31	-46

Next part.
canonical_smiles	yeast rad50	mlh1 rad18	bub3	mec2-1	yeast cln2 rad14	sgs1 mgt1
O=C(OCC1OC(OC(=O)c2ccc([N+](=O)[O-])cc2)CC(OC(=O)c2ccc([N+](=O)[O-])cc2)C1OC(=O)c1ccc([N+](=O)[O-])cc1)c1ccc([N+](=O)[O-])cc1 (configuration not stated)	11	36	-4	15	-7	4
Cc1cc(=O)oc2c3c(c4c(c12)OC(C)(C)C=C4)OC(C)(C)C=C3	11	7	28	1	22	-36
Cc1ccc(NC(=O)COc2ccc(Cl)cc2)c(C)c1	3	1	16	11	9	13
CNC(=O)NC	16&1	-4&-11	-15&3	3&7	-3&-5	16&5
Cc1n(CC(C)C)c2c([n+]1CC(=O)c1ccc([N+](=O)[O-])cc1)C(=O)c1ccccc1C2=O	88*	90*	90*	91*	90*	91*
C=CCOC(=O)NC(CCC(=O)OC)C(=O)O (configuration not stated)	0	0	-2	-2	-9	-6
CCOC(=O)c1c(SCCCN2CCCCC2)n(-c2ccccc2)c(=S)n(-c2ccccc2)c1=O	2	36	-19	1	20	12
O=S(=O)(O)c1cc(N=Nc2cccc3ccccc23)c(O)c2ncccc12	32	60	32	-6	11	19
CC1(C)OCC(C)(C)C(O)C1=O (configuration not stated)	-14	-2	3	-9	16	-3
N#Cc1ccc(Sc2ccccc2)cc1C#N	13	1	25	-9	10	24
O=C(O)C1CCCS1(=O)=O (configuration not stated)	6	8	-12	0	-8	1
Cn1c(=O)cc2[nH]c3ccccc3n2c1=O	10	-20	5	22	-6	-10
c1ccc(CN(Cn2cccn2)Cn2cccn2)nc1	7	35	0	-9	24	23
CC(C)C1OC(=O)/C=C/C=C/C=C/C=C/C=C/CC(O)C(C)C(O)CC(O)CC(O)CC(O)CC(O)CC(O)CC(O)/C=C/C1C (configuration not stated)	17	4	-12	-3	52	-6
COc1ccc(CN2CCCN(Cc3ccc(OC)cc3)C2c2ccc([N+](=O)[O-])cc2)cc1	0	-17	33	15	-19	13
CCCCCCCCCCCCCCCCCCNC(=S)N(C)C	19	5	39	0	1	8
OC1CN(c2ccc(Br)cc2)CC(O)CN(c2ccc(Br)cc2)C1 (configuration not stated)	99*	100*	100*	100*	99*	100*
CC(C)(C)C1CCC2c3c([nH]c4ccccc34)C3C(=O)N(c4ccc([N+](=O)[O-])cc4)C(=O)C3C2C1 (configuration not stated)	7	18	26	6	14	8
O=C(c1cccc(Cl)c1)c1cccc(Cl)c1	1	-3	5	-15	2	-1
Cc1[nH]c(=O)[nH]c(=O)c1NC=O	-4	-27	-12	-28	15	-9

3 compounds from above, arranged by molecular weight, highest first:
canonical_smiles	yeast rad50	mlh1 rad18	bub3	mec2-1	yeast cln2 rad14	sgs1 mgt1
OC1CN(c2ccc(Br)cc2)CC(O)CN(c2ccc(Br)cc2)C1 (configuration not stated)	99*	100*	100*	100*	99*	100*
Cc1cc(=O)oc2c3c(c4c(c12)OC(C)(C)C=C4)OC(C)(C)C=C3	11	7	28	1	22	-36
NC(N)=Nc1cccc2ccccc12	-1	-5	0	1	-13	-6
